# High-throughput results from PubChem BioAssay.
# EBI2 antag: EBI2 receptor antagonists, beta-arrestin recruitment, primary screen, cell-based, luminescence, 7a,25-OHC stimulation, uHTS; G-protein coupled receptor 183 (Homo sapiens), P32249; 7a,25-OHC stimulated; inhibition, % at 5 µM; 360,000 tested, 0.81% active; in the data active = inhibition above about 38%;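 also: enzyme fragment complementation signal reports receptor beta-arrestin coupling in cells; 0% = agonist plus DMSO wells and 100% = wells without agonist; some results beyond the cut were filed as inactive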
# UBC13 inh: UBC13 polyubiquitin chain formation inhibitors, primary screen, biochemical, TR-FRET, uHTS; inhibition, % at 20 µM; Ubiquitin-conjugating enzyme E2 N (Homo sapiens), P61088; 330,000 tested, 0.47% active; AID 485273, 2010; in the data active = inhibition above about 45%, passing the limit was not always enough
# Target sequence (P61088 whole entry, looked up): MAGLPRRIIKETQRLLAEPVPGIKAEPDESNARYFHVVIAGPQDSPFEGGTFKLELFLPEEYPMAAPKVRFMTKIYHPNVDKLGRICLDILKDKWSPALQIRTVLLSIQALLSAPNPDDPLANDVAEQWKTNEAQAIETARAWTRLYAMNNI
# APJ agonist: agonists of human apelin receptor APJ, primary screen, CHO-K1 cells, PathHunter beta-arrestin, luminescence; P35414; 0% DMSO wells, 100% apelin; activation, % at 20 µM; 330,000 tested, 0.11% active;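 active = activation more than six SD over the plate average, tested at 20 µM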;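 also: 0% = DMSO alone and 100% = apelin-13 at 10 nM; some results filed as inactive read as strong as hits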
# Target sequence (P35414 whole entry, looked up): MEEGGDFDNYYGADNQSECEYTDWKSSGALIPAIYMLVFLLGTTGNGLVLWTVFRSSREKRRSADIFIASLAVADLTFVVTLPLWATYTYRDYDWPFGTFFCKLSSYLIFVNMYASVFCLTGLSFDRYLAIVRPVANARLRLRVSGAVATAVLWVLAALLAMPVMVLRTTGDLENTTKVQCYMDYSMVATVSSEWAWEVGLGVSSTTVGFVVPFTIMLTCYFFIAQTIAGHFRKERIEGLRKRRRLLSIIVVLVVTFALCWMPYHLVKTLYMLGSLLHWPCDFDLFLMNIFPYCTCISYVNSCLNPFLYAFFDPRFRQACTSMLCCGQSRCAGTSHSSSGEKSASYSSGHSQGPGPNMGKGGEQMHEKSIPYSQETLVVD
#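 Material: engineered CHO-K1 APJ arrestin reporter cells; amount: 1000 CHO-K1 reporter cells seeded per well; incubation: compound stimulation 90 min at 25 °C, detection 60 min; signal: luminescent beta-gal fragment complementation, chemiluminescent substrate; read-out basis: APJ agonist activity; controls: DMSO-only wells as negative, 10 nM Apelin-13 as positive control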
# CXCR6 inh: CXCR6 receptor inhibitors, primary screen, cell-based, beta-arrestin, luminescence, CHO-K1 PathHunter, 1536-well. C-X-C chemokine receptor type 6 (Homo sapiens), O00574. inhibition, % at 20 µM. 360,000 tested, 0.36% active; in the data active = inhibition above about 34%, passing the limit was not always enough;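 also: antagonist mode with CXCL16 agonist at 10 nM final; 0% = 10 nM CXCL16 with DMSO and 100% = unstimulated wells without agonist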
# Target sequence (O00574 whole entry, looked up): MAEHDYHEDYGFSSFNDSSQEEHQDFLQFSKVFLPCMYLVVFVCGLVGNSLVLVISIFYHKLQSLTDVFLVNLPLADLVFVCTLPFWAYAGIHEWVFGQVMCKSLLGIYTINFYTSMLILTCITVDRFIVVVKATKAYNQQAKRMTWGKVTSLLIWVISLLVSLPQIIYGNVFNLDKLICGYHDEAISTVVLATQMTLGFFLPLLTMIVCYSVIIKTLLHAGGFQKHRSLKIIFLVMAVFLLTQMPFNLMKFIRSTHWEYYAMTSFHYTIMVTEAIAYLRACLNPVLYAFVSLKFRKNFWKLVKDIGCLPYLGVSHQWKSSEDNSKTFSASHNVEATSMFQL
# APJ antag: antagonists of human apelin receptor APJ, primary screen, CHO-K1 cells, beta-arrestin complementation, luminescence | P35414 | inhibition, % at 20 µM | 330,000 tested, 0.32% active | AID 2521, 2010;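 active = inhibition above about 40% at 20 µM, limit read from the data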;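 also: cells challenged with 10 nM apelin-13 agonist together with compound; plate controls were apelin-13 plus DMSO wells for no effect and DMSO wells lacking apelin-13 for full effect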
# Gli-Sufu antag: Gli-Sufu pathway antagonists, primary screen, luciferase luminescence, Sufu-KO-LIGHT cells, uHTS; Sufu-KO-LIGHT fibroblasts, Gli luciferase reporter luminescence; inhibition, % at 5 µM; 340,000 tested, 0.74% active; AID 588413, 2011;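 active = inhibition above about 55%, limit read from the data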;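 also: 0% = DMSO-treated cells and 100% = wells with medium but no cells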
# ATG4B inh: ATG4B protease inhibitors, primary screen, biochemical, fluorescence, uHTS. Cysteine protease ATG4B (Homo sapiens), Q9Y4P1. ATG4B cleavage of LC3-PLA2, NBD-HPC fluorescence, 1 h. inhibition, % at 8.33 µM. 340,000 tested, 0.51% active; in the data active = inhibition above about 40%
# CCR6 antag: CCR6 receptor antagonists, primary screen, cell-based, CHO-K1, luminescence, beta-arrestin, uHTS; AID 493098, 2011; 340,000 tested, 0.49% active; inhibition, % at 20 µM; C-C chemokine receptor type 6 (Homo sapiens), P51684; CHO-K1 CCR6 PathHunter beta-arrestin, CCL20-stimulated;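 active = compounds whose inhibition of the agonist-driven luminescence signal at 20 µM reaches about 50%, limit read from the data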;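 also: cells stimulated with CCL20 at 14 nM final; plate controls were DMSO with CCL20 for no effect and DMSO without agonist for full effect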
# The depositor's hits bear a star; / = not tested or not shown. Random draw from the library. About 3% of those tested had a hit in this group.
mol,EBI2 antag,UBC13 inh,APJ agonist,CXCR6 inh,APJ antag,Gli-Sufu antag,ATG4B inh,CCR6 antag
Cc1ccc(C(C(=O)NC2CCCC2)N(Cc2ccc3c(c2)OCO3)C(=O)c2snc(C(N)=O)c2N)cc1 (stereo not drawn),33.8,17.9,-0.1,5.5,9.2,-2.9,-1.1,11.6
CC1CCC(C(C)C)C(=O)/C1=C\c1ccc(NC(=O)CCC(=O)O)cc1 (stereo not drawn),9.6,4.0,-4.1,1.0,11.9,-2.8,7.7,15.8
CCC1CCCCN1CC(C)(C)NS(=O)(=O)c1ccccc1 (stereo not drawn),-1.9,11.5,-5.4,-0.9,-2.6,2.7,-1.8,12.2
O=C(Cn1nnc(-c2ccncc2)n1)N(C1CCCCC1)C1CCCCC1,9.3,-10.8,-0.8,6.3,7.0,5.0,1.5,-7.4
COc1ccc(S(=O)(=O)N2CCCC(C(=O)N3CCN(c4ccccc4)CC3)C2)cc1Cl (stereo not drawn),-5.0,3.9,1.7,-5.4,4.0,11.3,-1.9,15.0
Cn1c(C(=O)NC2CCCCCC2)cc2c(=O)n(C)c3ccccc3c21,5.2,21.2,1.7,-0.2,-7.8,13.2,8.0,-0.9
O=C(NCc1ccc2c(c1)OCO2)C1CCC(=O)N1C1CCCCC1 (stereo not drawn),1.3,-3.1,-2.9,4.3,-25.8,3.1,-2.4,-3.0
O=C(Nc1ncccn1)c1ccc(Cl)c([N+](=O)[O-])c1,-22.1,-2.9,-0.2,3.0,11.9,35.2,3.3,15.5
CC(C)N(C=O)C1(C(=O)NC2CCCCC2)CCCCC1,-0.7,4.0,-1.5,-3.2,12.6,5.6,12.1,14.9
COc1ccccc1CC(NC(C)=O)C(=O)NC1CCN(C(=O)c2ccc(C)cc2)CC1 (stereo not drawn),-8.4,-2.9,-1.9,-1.1,-2.3,0.0,-2.1,-4.2
O=C(CNC(=S)N(Cc1ccccc1F)C1CCCCC1)NC1CC1,-3.5,12.9,-4.1,7.5,5.6,-2.4,-8.3,6.6
N#CCc1nc2c3c4c(sc3ncn2n1)CCCC4,-8.7,-5.1,-6.5,-6.1,5.0,-0.6,1.7,9.8
O=C(NCc1ccc(Cl)cc1)c1ccc(-n2cccn2)nc1,25.1,10.3,-1.4,-6.7,-2.1,11.8,-1.4,-14.9
O=C(CSCc1ccccc1Cl)NNC(=S)Nc1ccccc1,1.8,-19.0,-7.4,-7.8,28.6,-20.0,5.2,22.8
CC(C)CCN1C(=O)c2ccc(-c3nc4ccccc4c(=O)o3)cc2C1=O,-1.3,1.6,-5.0,6.0,13.7,2.5,3.7,-2.7
COC(=O)[C@H](CC(C)C)NC(=O)NC1CCCCC1C (stereo partly drawn),0.7,-13.4,-3.8,-1.6,-15.9,1.5,2.0,4.3
O=C1NC(=S)S/C1=C\c1coc2ccccc2c1=O,-7.2,-5.1,-3.5,-4.8,21.7,-6.3,-1.9,19.1
O=C(NCCCN1CCCC1=O)c1ccc2c(c1)ncn2C1CCCCC1,-3.1,-8.4,-3.6,2.0,-29.0,-3.4,-4.1,12.2
Cc1cccc(NC(=O)COC(=O)CCc2c[nH]c3ccccc23)c1,4.6,12.5,-0.6,2.0,8.0,5.4,-6.4,5.3
COCCN(CCOC)S(=O)(=O)c1ccc(C(=O)Nc2ccncc2)cc1,1.7,/,/,-8.6,/,2.5,-2.1,-1.4
S=C(Nc1cccc(Cl)c1)Nc1ccc2c(c1)OCCO2,-2.7,-9.4,-5.6,1.5,-9.1,-13.8,7.2,8.3
COc1ccccc1/C=C/C=N/N1CCN(Cc2cccc3ccccc23)CC1,15.6,-4.3,-1.9,0.8,15.5,24.1,7.9,16.4
COc1ccccc1/C=C/C(=O)OCCN1CCOCC1,-6.0,5.7,0.2,-6.4,8.0,-2.7,-4.7,7.1
CCOC(=O)CC1=CCc2c1ccc(OC)c2OC,-8.5,/,/,1.4,/,-14.0,-3.4,-0.1

# As entered above:
# EBI2 antag result of `CCOC(=O)CC1=CCc2c1ccc(OC)c2OC` = -8.5
# UBC13 inh result of `O=C1NC(=S)S/C1=C\c1coc2ccccc2c1=O` = -5.1

# The results go on.
mol,EBI2 antag,UBC13 inh,APJ agonist,CXCR6 inh,APJ antag,Gli-Sufu antag,ATG4B inh,CCR6 antag
Cc1ccccc1Cn1cc(/C=N/n2cnnc2)c2ccccc21,5.9,8.5,-2.2,12.3,-3.1,-3.5,-13.7,16.9
Clc1ccccc1Nc1nnc(-c2ccncc2)s1,-1.8,2.6,-0.4,0.3,5.0,-43.7,-7.4,0.4
COc1ccc(C2=[N+](C)CCn3cccc32)c(OC)c1,-4.6,-5.6,0.4,1.3,-16.9,70.5*,-11.4,-17.7
O=S(=O)(NCc1cccnc1)c1cccn1-c1ncc(C(F)(F)F)cc1Cl,-6.1,-2.1,-5.9,-10.0,7.6,-18.3,-7.4,1.9
O=C(CC1CCCC1)Nc1nc2ccccc2[nH]1,-1.9,-3.4,0.7,6.2,-8.1,-15.6,7.1,-4.2
CNCC[C@@H](Oc1ccc(C(F)(F)F)cc1)c1ccccc1,/,33.9,/,-2.8,/,1.1,8.6,5.7
COc1ccc(-c2cnc(OC(C)(C)C)nc2OC(C)(C)C)cc1OC,0.0,7.8,-5.2,-1.6,8.6,23.0,4.7,18.1
COc1ccccc1CN1CCNC(=O)C1CC(=O)N(C)Cc1ccon1 (stereo not drawn),-4.1,-13.7,0.3,-2.4,-2.3,-21.1,-10.3,4.1
COc1cc(OC)cc(C(=O)N[C@H](C(=O)Nc2nc3ccccc3[nH]2)C(C)C)c1,-7.7,/,/,-4.5,/,49.1,3.1,23.2
C/C(=N\NC(=O)CCCNc1ccccc1)c1ccncc1,-7.6,-6.2,-2.5,6.1,-17.4,-6.4,3.7,10.3
COc1ccccc1NS(=O)(=O)c1ccc(C)c(NS(=O)(=O)c2cc(NC(C)=O)ccc2OC)c1,-6.9,/,/,-8.9,/,-0.9,4.0,-0.1
O=C(O)CNC(=O)c1ccccc1F,-31.3,-6.5,-5.3,-5.6,4.0,-4.5,-6.1,-0.7
S=c1c2c(nc3nc[nH]n13)CCC2,-2.0,4.7,-4.9,6.4,7.2,6.9,1.5,6.6
Cc1ccc(NC(=S)NCc2cccn2C)cc1,2.3,-4.7,-1.7,2.9,-6.0,-4.9,-2.1,9.1
C[C@H](CO)N1C[C@H](C)[C@@H](CN(C)C(=O)Nc2ccccc2)Oc2ccc(NC(=O)CCC(F)(F)F)cc2C1=O,-13.6,-3.0,-0.4,-4.7,-2.8,-18.5,-0.8,-4.1
Cc1ccc(C)c(C(=O)N2CCC(n3nccc3NC(=O)C3CC3)CC2)c1,5.1,10.3,3.2,-6.5,4.5,4.6,0.3,-1.2
COC(=O)c1cnc(Oc2ccc(NC(=O)NC(=O)c3ccccc3Cl)cc2)cc1C(F)(F)F,-18.1,-17.8,19.6*,-7.2,-15.1,-0.8,-8.5,6.5
C=C(C(=O)c1ccccc1)C(c1ccccc1)C(C)C(=O)c1ccccc1 (stereo not drawn),0.3,-5.5,-4.5,7.4,17.4,16.5,8.3,12.8
Cc1cc(OCC(=O)NCCc2cccc(F)c2)c2c(C)cc(=O)oc2c1,-6.0,9.9,-1.6,7.0,-0.8,4.3,9.8,13.8
O=C(O)c1c2cc(Br)ccc2nc2[nH]c(=O)[nH]c(=O)c12,-1.8,/,/,5.7,/,3.6,-0.4,-14.6
CCc1cc(=O)oc2c(C)c(OCC(=O)NCCN3CCOCC3)ccc12,1.4,-0.7,-2.9,-2.9,7.6,-12.4,-0.3,11.7
O=C(c1ccc(F)cc1)N1CCCC(C(=O)N2CCc3ccccc3C2)C1 (stereo not drawn),-1.0,4.3,-4.4,6.2,2.7,2.9,-2.4,6.1
O=C(Nc1ccc2c(c1)CCCN2C(=O)c1ccccc1)c1ccccc1Br,19.9,-3.3,4.5,-4.2,6.0,-8.7,-2.4,7.9
COc1ccccc1OCC(=O)Nc1cccc(-c2nc3ccccc3o2)c1,6.1,5.4,3.8,-7.8,-14.2,-78.3,-2.8,0.4
CCOC(=O)c1cnc2nc(SC)nn2c1N,-4.1,8.7,-0.7,-4.3,14.1,-3.4,-6.1,5.9
CCCCCCCCOC(=O)c1nc(Cl)c(Cl)c(N)c1Cl,-18.1,-2.0,-1.0,-24.8,-1.6,-4.9,12.0,-2.0
Cc1ccc(N2C(=O)CC(c3c[nH]c4ccccc34)C2=O)cc1 (stereo not drawn),-4.8,3.7,-1.2,3.1,-23.0,-2.5,-7.6,13.2
CCCc1ncc(C(O)c2ccccc2OC)n1C (stereo not drawn),-7.4,-1.7,-4.5,0.7,-36.0,-0.1,13.9,-11.6
COc1ccc(CCNC(=O)C(=O)Nc2ccc3c(c2)OCCO3)cc1OC,-1.8,-5.4,-0.8,7.1,2.8,-1.3,1.1,10.2
O=C(Cc1ccccc1F)NCC1(N2CCOCC2)CCCCC1,0.5,-15.0,-3.5,-3.7,9.0,-8.5,-4.5,6.0
CC(=O)N1CCc2cc(S(=O)(=O)C(C)CC(=O)Nc3ccc(OC(F)(F)F)cc3)ccc21 (stereo not drawn),-13.1,-9.8,3.6,-11.7,5.0,4.4,-10.3,-3.8
COC(=O)c1ccc(NCc2cc(O)ccc2O)cc1O,-3.4,/,/,0.0,/,0.4,-8.7,20.6
COC(=O)c1cc2occc2n1Cc1ccc(Cl)cc1,9.8,1.5,-4.9,2.2,7.9,4.0,-3.0,29.8
CCN1C(=O)/C(=C\N2CCCCCC2)SC1=S,0.7,0.2,-2.3,2.2,28.6,6.5,-2.8,23.4
CC1CCCN(S(=O)(=O)c2ccc(-c3ccc(=O)[nH]n3)o2)C1 (stereo not drawn),4.0,5.0,-0.7,-2.7,20.7,4.3,0.9,-11.9
CCOC(=O)c1cc2c(n(-c3ccccc3)c1=O)CC(C)(C)CC2=O,-16.8,9.2,-0.7,0.7,-26.8,4.8,-2.3,-2.3
CCn1c(CNc2ccc(Cl)cc2)nnc1SCC#N,-7.6,-4.5,-1.7,3.7,11.6,5.3,-16.2,8.6
COc1ccc(OCCNC(=O)c2ccccc2OCC(=O)Nc2ccc(NC(C)=O)cc2)cc1,-6.5,7.2,-1.6,-12.0,1.8,-7.5,-3.0,-4.3
O=C(Cn1cncn1)N/N=C/c1ccc(Cl)cc1,-9.5,-9.0,-1.5,-5.8,-11.2,-7.8,-3.6,6.2
C=CCN(C(=O)c1csnn1)C(C(=O)NCc1ccc(F)cc1)c1ccc(F)cc1 (stereo not drawn),11.5,4.2,-2.9,1.9,1.9,15.0,2.2,5.0
COc1ccc2nc(NC(=O)Cn3cnc4ccccc4c3=O)sc2c1,2.5,-2.4,-1.7,5.8,7.2,4.7,-4.2,3.1
COC(=O)c1ccccc1NC(=O)CN1CCN(Cc2ccccc2)CC1,8.6,6.0,-2.7,6.3,-13.7,4.9,3.2,8.2
